GSIS activator: primary screen for activators of insulin secretion dependent on glucose, INS-1E cells, GLuc reporter luminescence | activation, % at 16.6 µM | INS-1E GLuc reporter insulin secretion, 2-3 h | 0.61% of 370,000 active;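 active means lowest replicate activation of at least 40%, so every replicate reaches that level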;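 further: 0% = median of neutral control wells and 100% = median of IBMX positive control wells; some compounds called inactive have numbers as strong as hits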
Xi reactivation: reactivates the inactive X chromosome in mouse fibroblasts. XiGFP mouse fibroblasts, % GFP-positive cells imaging, 3 d; cells co-treated with 5-aza-dC sensitizer; scaled so ellipticine positive control = 100%. activation, % at 7.58 µM. 0.055% of 360,000 active. AID 743238;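 active means mean normalized replicate activation at least 10% and every replicate at or above 10%; inconclusive means only one of the two criteria met; inactive means mean below 10% and not all replicates reach 10%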;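 further: 0% = median of on-plate neutral control wells and 100% = ellipticine 6 µM median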
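Assay system: SV40-immortalized XiGFP fibroblast cells, line 68-5-11; buffer or medium: DMEM plus 5-aza-dC sensitizer; compound: one concentration, pinned; timing: compounds 3 days, fix/stain 15 min at room temperature; benchmarks: positive control ellipticine, 6 µM final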
CASP6 VEID inh: blocks human caspase-6 cleavage activity; inhibition, % at 12.5 µM; purified caspase-6, Z-VEID-R110 cleavage fluorescence; 0.53% of 350,000 active;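 active means mean inhibition across replicates at least about 35%, with every replicate also reaching that limit, limit read from the data; inconclusive means only one of the two criteria met; inactive means neither criterion met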;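 further: 0% = median of neutral control wells and 100% = no fluorescence left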
RAD54 inh: RAD54 (human) branch migration inhibition. AID 602329. 0.14% of 360,000 active. inhibition, % at 10.4 µM. Q92698. RAD54 Holliday junction branch migration, FAM/BHQ fluorescence;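 active means mean normalized replicate activity at least 40 and at least half of replicates scoring 40 or more; inconclusive means only one of the two criteria met; inactive means mean below 40 and under half of replicates reaching 40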;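 further: 0% = median of neutral control wells and 100% = median of positive control wells; inhibitors cause a drop in the FAM fluorescence signal; in these data hits start at about 50%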
RAD52 inh: RAD52 (human) annealing inhibition | inhibition, % at 18.7 µM | 0.46% of 360,000 active | recombinant RAD52 DNA annealing, FRET fluorescence | P43351;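 active means every replicate showing at least 50% inhibition; inconclusive means mean inhibition at least 50% but not in every replicate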
Target sequence (P43351 whole entry, looked up): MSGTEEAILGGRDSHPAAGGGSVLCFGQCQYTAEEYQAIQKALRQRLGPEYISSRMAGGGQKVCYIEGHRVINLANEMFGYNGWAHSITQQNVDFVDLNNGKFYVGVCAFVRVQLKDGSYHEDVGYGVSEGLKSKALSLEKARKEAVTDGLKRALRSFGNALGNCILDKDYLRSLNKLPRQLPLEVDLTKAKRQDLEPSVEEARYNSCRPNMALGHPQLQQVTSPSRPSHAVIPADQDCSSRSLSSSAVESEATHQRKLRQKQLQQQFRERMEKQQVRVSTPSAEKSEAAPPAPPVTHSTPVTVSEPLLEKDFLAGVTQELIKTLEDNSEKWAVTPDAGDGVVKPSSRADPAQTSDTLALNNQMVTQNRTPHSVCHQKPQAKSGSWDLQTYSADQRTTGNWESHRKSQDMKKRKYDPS
E-selectin induc: induces E-selectin expression in human endothelial cells | HUVEC E-selectin immunofluorescence imaging; normalized: neutral wells 0, TNF-alpha wells 100 | activation, % at 7.58 µM | AID 686992 | P16581 | 0.37% of 260,000 active;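 active means mean E-selectin-positive cell signal at least 10% of the positive control, reached in at least 60% of replicates, without over 20% cell loss; inconclusive means no rule given, readout overlaps actives, possibly toxicity-flagged; inactive means the rest, including those meeting only one limit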;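 further: in these data hits start at about 27%; measured in HUVEC primary endothelial cells; signal is the percent of cells scored E-selectin positive by PE staining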
Target sequence (P16581 whole entry, looked up): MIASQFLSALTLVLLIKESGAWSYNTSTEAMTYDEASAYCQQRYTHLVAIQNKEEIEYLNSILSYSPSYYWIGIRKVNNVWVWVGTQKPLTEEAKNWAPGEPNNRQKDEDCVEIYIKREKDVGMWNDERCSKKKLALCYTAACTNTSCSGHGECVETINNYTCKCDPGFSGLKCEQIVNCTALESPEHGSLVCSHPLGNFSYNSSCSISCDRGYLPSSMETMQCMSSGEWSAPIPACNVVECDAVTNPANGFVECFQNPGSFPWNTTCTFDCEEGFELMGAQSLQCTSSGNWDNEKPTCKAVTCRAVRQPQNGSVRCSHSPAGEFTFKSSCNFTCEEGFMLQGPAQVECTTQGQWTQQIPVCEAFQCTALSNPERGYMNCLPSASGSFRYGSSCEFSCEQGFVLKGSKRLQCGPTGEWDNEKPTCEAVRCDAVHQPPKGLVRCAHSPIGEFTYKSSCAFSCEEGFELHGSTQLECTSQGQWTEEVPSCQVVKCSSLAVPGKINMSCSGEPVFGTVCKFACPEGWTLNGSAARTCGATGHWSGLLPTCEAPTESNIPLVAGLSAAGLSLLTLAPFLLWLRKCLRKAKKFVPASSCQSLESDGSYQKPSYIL
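Test system: HUVEC | Signal: Immunofluorescence imaging | Read-out: Percent E-selectin-positive cells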
DENV2 CPE rescue: DENV2-induced cell death inhibition | DENV2-infected cells, cytopathic effect rescue, plate reader | AID 651640 | CPE inhibition, % at 9.99 µM | 1.7% of 350,000 active; in the data active means CPE inhibition above about 20%, passing the limit was not always enough; inconclusive means no clear call, values can overlap the other calls; tested in BHK-21 cells;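 further: 0% = median of neutral control wells and 100% = median of positive control wells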
F508del corr: CFTR F508del correction in bronchial cells | activity (quench increase), % at 7.58 µM | AID 720511 | CFBE cells, YFP halide quenching; stimulated with forskolin plus potentiator P3; % fluorescence drop versus neutral controls | 0.36% of 350,000 active;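 active means mean added fluorescence quench of at least 8% versus neutral control, with both replicates also reaching 8%; inconclusive means only one of the mean or replicate conditions met; inactive means mean below 8% and not both replicates reaching 8%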;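 further: cells transiently co-express mutant CFTR-F508del with the halide-sensitive YFP; corrector assay measuring rescue of mutant channel to the surface after 24 h compound exposure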
Numbers without * were called inactive; ? = inconclusive; · = no result given. Rows were taken by chance (roughly 3.7% active in at least one column).

A first look:
| SMILES | GSIS activator | Xi reactivation | CASP6 VEID inh | RAD54 inh | RAD52 inh | E-selectin induc | DENV2 CPE rescue | F508del corr |
| --- | --- | --- | --- | --- | --- | --- | --- | --- |
| CCOc1ccc(N)c(SSc2cc(OCC)ccc2N)c1 | 10.4 | 0.1 | · | -5.5 | -8.4 | 0.0 | -5.0 | -1.5 |
| CSCC[C@H](NC(=O)[C@@H]1Cc2ccccc2CN1)C(=O)Nc1ccc2c(c1)OCCO2 | -5.0 | 0.3 | 1.0 | -2.6 | -8.1 | · | 2.6 | 1.3 |

The listing, repeating the preview:
| SMILES | GSIS activator | Xi reactivation | CASP6 VEID inh | RAD54 inh | RAD52 inh | E-selectin induc | DENV2 CPE rescue | F508del corr |
| --- | --- | --- | --- | --- | --- | --- | --- | --- |
| CCOc1ccc(N)c(SSc2cc(OCC)ccc2N)c1 | 10.4 | 0.1 | · | -5.5 | -8.4 | 0.0 | -5.0 | -1.5 |
| CSCC[C@H](NC(=O)[C@@H]1Cc2ccccc2CN1)C(=O)Nc1ccc2c(c1)OCCO2 | -5.0 | 0.3 | 1.0 | -2.6 | -8.1 | · | 2.6 | 1.3 |
| COCCCNC(=S)NNC(=O)c1ccc2c(c1)OCO2 | 1.2 | · | -0.6 | -12.4 | -8.3 | · | · | · |
| COc1cc2c(C#CCCCO)c(-c3ccsc3)oc(=O)c2cc1OC | 20.9 | 0.1 | 3.3 | -1.1 | -84.8 | · | -2.9 | 1.0 |
| COc1ccc(OC)c(-n2c(SCC(=O)Nc3cc(C)on3)nnc2-c2c[nH]c3ccccc23)c1 | -32.0 | -0.1 | 4.0 | -4.9 | -3.6 | -2.3 | 4.5 | 0.5 |
| C[C@@H]1CCCCO[C@H](CN(C)S(=O)(=O)c2ccc(Cl)cc2)[C@H](C)CN([C@H](C)CO)C(=O)c2cc(NC(=O)c3ccncc3)ccc2O1 | -27.0 | 0.0 | 1.2 | -6.1 | 30.8 | · | 13.1 | -4.4 |
| O=C(Nc1ccc2c(c1)[C@@H]1C[C@H](CC(=O)N3CCCCC3)O[C@@H](CO)[C@@H]1O2)Nc1ccccc1F | -10.3 | 0.9 | 1.6 | 4.5 | -5.1 | 0.2 | -3.4 | -1.4 |
| O=C(Nc1ccc(Cl)cc1)C1CCCN(c2cnccn2)C1 (centres undefined) | 0.5 | 0.0 | -3.0 | -12.5 | -3.1 | · | 1.3 | -0.2 |
| Cc1cccc(N2CCN(CC(O)COc3ccc(Cl)cc3)CC2)c1 (centres undefined) | -38.0 | 0.0 | -2.2 | -2.7 | -16.3 | -0.1 | 1.0 | 1.9 |
| COC(=O)CC1C(=O)NCCN1C(=O)c1oc2c(C)c(C)ccc2c1C (centres undefined) | 11.4 | 0.0 | 1.9 | · | 0.1 | 0.7 | -6.3 | -0.7 |
| Fc1ccc(-c2nc3c(-c4ccc(F)cc4)cnn3cc2CCN2CCOCC2)cc1 | -9.4 | 0.0 | 7.6 | 16.3 | -0.4 | · | 5.8 | -2.0 |
| CN(C)C(=O)C[C@@H]1CC[C@H]2[C@@H](COc3ccc(NC(=O)c4ccc(F)c(F)c4)cc3C(=O)N2C)O1 | -1.3 | -0.1 | -0.1 | -15.2 | -1.0 | -0.1 | 3.0 | 2.1 |
| NC(=O)C1CCN(C(=O)c2cccc(S(=O)(=O)N3CCc4ccccc4C3)c2)CC1 | 5.2 | 0.0 | 2.0 | · | 1.1 | 0.0 | 1.6 | -2.4 |
| C=CC(=O)NC1CCCCN(C)C1=O (centres undefined) | -10.7 | 0.0 | -14.0 | · | 15.2 | 1.7 | -9.3 | 0.4 |
| C[C@@H]1CN([C@@H](C)CO)C(=O)c2cc(NS(C)(=O)=O)ccc2O[C@@H](C)CCCCO[C@H]1CN(C)C | 3.4 | 0.2 | -1.4 | -1.3 | -32.7 | -0.1 | -15.2 | -1.1 |
| COc1ccc(C(=O)N2CCC(C(=O)Nc3ccc4c(c3)OCO4)CC2)cc1 | 9.4 | 0.2 | -0.8 | · | -3.9 | · | 2.5 | · |
| Cc1cc(/C=C2\SC(=S)NC2=O)c(C)n1C | 6.5 | · | 3.5 | -1.0 | -38.9 | · | -2.3 | 0.0 |
| C[C@@H]1CCCCO[C@@H](CN(C)C(=O)Nc2ccc(F)cc2)[C@H](C)CN([C@H](C)CO)C(=O)c2cc(NS(=O)(=O)c3cn(C)cn3)ccc2O1 | -5.7 | 0.1 | 0.5 | 10.6 | 8.1 | 0.3 | -2.0 | 1.9 |
| Cc1ccc2c(cnn2C(=O)CCC(=O)NC2CCCC2)c1 | 10.2 | 0.0 | 3.0 | -3.3 | -2.3 | 2.1 | 1.0 | -0.2 |
| CCOC(=O)c1c(NC(=O)C2CCCN2S(=O)(=O)c2cccc3nsnc23)sc(C)c1C (centres undefined) | -4.4 | 0.0 | -5.0 | 8.6 | -11.1 | -2.1 | 1.6 | 1.4 |
| CCOC(=O)c1ccc(NC(=O)Cn2nc(C)c3ccccc3c2=O)cc1 | 4.4 | 0.0 | -0.5 | 9.1 | -9.8 | · | 1.6 | -0.2 |
| CCCCOc1ccc(C(=O)NCC(=O)N(C)CC(=O)Nc2ccc(N3CCOCC3)cc2)cc1 | -8.7 | 0.5 | 1.2 | -1.5 | -14.5 | · | -1.8 | 0.7 |
| C[C@@H]1CN([C@@H](C)CO)C(=O)Cc2cc(NC(=O)Cc3ccccc3)ccc2O[C@H]1CN(C)S(=O)(=O)c1ccc(Cl)cc1 | -0.5 | 0.0 | 0.1 | -5.2 | 28.0 | 13.7 | 7.4 | 0.0 |
| CC1(C)CC(=O)CC(C2(O)C(=O)N(Cc3ccccc3)c3ccccc32)O1 (centres undefined) | -10.5 | 0.7 | 0.2 | 5.6 | -14.3 | -0.2 | -7.8 | -2.5 |
| O=C(NCC1CCN(S(=O)(=O)c2ccccc2)CC1)Nc1ccc(F)cc1F | · | -0.1 | -7.0 | · | -24.2 | · | -4.3 | -4.6 |
| COc1ccccc1S(=O)(=O)N(C)C[C@@H]1Oc2cc(/C=C/c3ccccc3)ccc2S(=O)(=O)N([C@H](C)CO)C[C@H]1C | 19.0 | 0.1 | 0.9 | 3.0 | -3.0 | 0.0 | -0.4 | 3.0 |
| O=C(CN1CCN(Cc2ccc(Cl)cc2)C1=O)NCc1cccs1 | -14.8 | 0.0 | 0.6 | -1.7 | -5.2 | 0.6 | -0.1 | -1.9 |
| COc1ccc(Cc2c(-c3cccc(Br)c3)nc3cc(C)c(Br)c(C)n23)c(C)c1 | 32.0 | -0.1 | -2.1 | · | -17.6 | 0.7 | 0.5 | -1.2 |
| Cc1cccc(C(=O)OCC(=O)c2csc(N3CCCCC3)n2)c1[N+](=O)[O-] | · | -0.1 | 4.5 | -1.5 | -92.3 | · | ? | 3.1 |
| O=C(NCc1ccc(Cl)cc1Cl)c1ccccn1 | 0.5 | · | 1.1 | 0.5 | -5.4 | · | · | · |
| CC(=O)Nc1csc2ccccc12 | -12.3 | 0.0 | 1.2 | · | -3.4 | 1.3 | -5.3 | 0.7 |
| Cc1ccc(NC(=O)CCc2c(C)nn(-c3ccc(N4CCOCC4)nn3)c2C)c(C)c1 | 18.3 | 0.1 | -1.5 | -0.2 | -15.3 | · | -4.3 | -0.9 |
| Cn1c(SCC(=O)c2ccc3c(c2)Cc2ccccc2-3)nnc1-c1cccc(N)c1 | 14.1 | -0.2 | -3.4 | · | -15.1 | 0.9 | -2.5 | · |
| Cc1ccc(NC(=O)CCCN2C(=O)NC(C)(C)C2=O)cc1 | 4.9 | 1.0 | -2.2 | 3.8 | -5.5 | · | -2.3 | -1.1 |
| c1ccc2oc(-c3[nH]ncc3CN3CCC(N4CCSCC4)CC3)cc2c1 | 6.2 | 0.4 | · | · | 0.3 | 0.2 | -1.8 | 1.8 |
| C[C@@H]1CN([C@H](C)CO)C(=O)c2cccc(NC(=O)Nc3ccc(F)cc3)c2O[C@@H]1CN(C)C | -17.1 | -0.1 | -0.9 | 4.6 | 9.8 | 0.0 | 10.5 | -5.3 |
| C=C(C1=CCN(S(=O)(=O)C(C)(C)C)[C@H]1CCO)c1ccccc1 | -16.9 | -0.2 | 6.6 | -2.8 | -2.9 | · | 0.6 | 2.4 |
| N=C1/C(=C\c2ccc(Br)o2)C(=O)N=C2SC(CC(=O)N3CCOCC3)=NN12 | 8.0 | 0.0 | 61.5* | -20.0 | -69.9 | · | 0.3 | 1.5 |
| CCOC(=O)c1ccc(NC(=O)OC[C@@H]2CSCCS(=O)(=O)N2)cc1 | -10.1 | 0.1 | -1.7 | · | -5.0 | 2.8 | 18.2 | 0.8 |
| CCOC(=O)c1ccc(NC(=S)N2CCN(c3ccccn3)CC2)cc1 | 13.7 | 0.0 | -3.2 | 1.5 | -6.7 | -0.1 | 3.2 | 2.4 |
| CSc1nnc2n(C)c3c(c(=O)n12)C1(CCCC1)Cc1ccccc1-3 | 7.6 | · | -0.8 | 5.9 | 5.6 | · | · | · |
| NCCCNC(=O)c1ccc(/C=N/O)nc1 | · | 0.4 | -6.9 | 5.7 | -14.4 | 2.5 | 1.5 | -0.1 |
| COc1cc(C(=O)N2CCOC23CCN(Cc2ccccc2)CC3)cc(OC)c1OC | · | 0.1 | -1.8 | -6.4 | -107.7 | -0.1 | 2.5 | -1.3 |
| O=C1c2ccccc2C(=O)N1CN(C(=O)COc1ccccc1)c1ccc(F)cc1 | -0.3 | 0.0 | 0.8 | 1.0 | 14.4 | -2.2 | -7.9 | -1.9 |
| O=C(N[C@H](C(=O)N1CCC[C@H]1C(=O)NCCc1ccccc1Cl)c1ccccc1)c1ccc(Cl)cc1Cl | · | 0.3 | 2.8 | · | 1.6 | -0.1 | 3.0 | -0.1 |
| CCCCOC1CC(c2ccc(OCc3ccc(OC)cc3)c(OC)c2)N(C)O1 (centres undefined) | -27.7 | 0.0 | 0.4 | · | -5.3 | · | -3.5 | -3.5 |
| COc1cc2ccccc2cc1C(=O)Nc1ccc(N2CCOCC2)cc1 | 3.8 | 0.0 | -1.1 | -3.4 | -7.3 | · | 2.9 | -0.9 |
| CC(C)CCSc1ncnc2c1oc1nc3c(cc12)COC(C)(C)C3 | 9.5 | · | 0.4 | -9.4 | 0.8 | · | -3.1 | 4.7 |

Quoted at random: five compounds from above.
| SMILES | GSIS activator | Xi reactivation | CASP6 VEID inh | RAD54 inh | RAD52 inh | E-selectin induc | DENV2 CPE rescue | F508del corr |
| --- | --- | --- | --- | --- | --- | --- | --- | --- |
| Cc1cccc(N2CCN(CC(O)COc3ccc(Cl)cc3)CC2)c1 (centres undefined) | -38.0 | 0.0 | -2.2 | -2.7 | -16.3 | -0.1 | 1.0 | 1.9 |
| CC(C)CCSc1ncnc2c1oc1nc3c(cc12)COC(C)(C)C3 | 9.5 | · | 0.4 | -9.4 | 0.8 | · | -3.1 | 4.7 |
| Fc1ccc(-c2nc3c(-c4ccc(F)cc4)cnn3cc2CCN2CCOCC2)cc1 | -9.4 | 0.0 | 7.6 | 16.3 | -0.4 | · | 5.8 | -2.0 |
| CCCCOC1CC(c2ccc(OCc3ccc(OC)cc3)c(OC)c2)N(C)O1 (centres undefined) | -27.7 | 0.0 | 0.4 | · | -5.3 | · | -3.5 | -3.5 |
| CN(C)C(=O)C[C@@H]1CC[C@H]2[C@@H](COc3ccc(NC(=O)c4ccc(F)c(F)c4)cc3C(=O)N2C)O1 | -1.3 | -0.1 | -0.1 | -15.2 | -1.0 | -0.1 | 3.0 | 2.1 |
